MCF10A rereplic – induces DNA re-replication in MCF 10a normal breast cells. MCF 10A DNA re-replication, Hoechst nuclear intensity, 48 h. Potency, µM (top dose mostly 46.1 µM), without a hit: top-dose activity, positive = re-replication, usual class: activators. 2.9% of 350,000 active; also: potency is read from the fitted curve at half-maximal effect; % of control where 0% means no effect; nearly all actives have a fitted effect of over 50% in size
HT1080 IDH1KD tx – kills HT-1080 cells with IDH1 knockdown; HT-1080 IDH1 knockdown viability, ATP luminescence, 48 h; Potency, µM (top dose mostly 46.1 µM), without a hit: top-dose activity, negative = toxicity, hits mostly cytotoxic; 2% of 360,000 active; AID 686971;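 also: potency is read from the fitted curve at half-maximal effect; 0% = DMSO wells and -100% = cell-free medium wells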
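IDH1KD HT-1080 cells, 750/well, RPMI + 5% FBS; compound pinned after 2 h settling; 48 h, 37 °C; CellTiter-Glo luminescence; % activity normalised to DMSO and no-cell wells; curves fitted, classed by r2 and efficacy.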
SW480 rereplic – inducers of DNA re-replication in SW480 colon cancer cells; SW480 DNA re-replication, Hoechst DNA content imaging, 48 h; Potency, µM (doses to about 46.1 µM), for inactives: at the top dose re-replication activation, most hits filed as activators; 1.8% of 340,000 active; AID 624297; also: potency is read from the fitted curve at half-maximal effect; % of control where 0% means no effect; nearly all actives have a fitted effect of over 55% in size
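Image-based read-out: total Hoechst fluorescence of nuclei (405 nm excitation, 500-530 nm emission), with hits raising the fraction of high-intensity nuclei. SW480 colon cells incubated 48 hr with compounds at 37 C.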
HT1080NT lethal – kills 2HG-producing HT-1080-NT fibrosarcoma cells; HT-1080-NT fibrosarcoma viability, CellTiter-Glo ATP luminescence, 48 h; Potency, µM (top dose mostly 46.1 µM), for the others: at the top dose activity, negative = less viability, most hits filed as cytotoxic; 1.6% of 360,000 active; AID 686970;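 also: NT is the 2HG producing partner of a matched IDH1 knockdown line; potency is read from the fitted curve at half-maximal effect; 0% = DMSO-treated cells and -100% = media-only wells without cells; nearly all actives have a fitted effect of over 55% in size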
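Fibrosarcoma NT cells, 750 per well in 5% FBS RPMI, were exposed to compound for 48 hours. Viability: CellTiter-Glo luminescence.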
GLP1R cytotox – cytotoxicity counter-screen for GLP-1 receptor inverse agonists. 0.13% of 410,000 active. HEK293 cAMP-luciferase reporter cells, luminescence, 24 h. Potency, µM (series often up to 38.3 µM), inactives show at the highest dose activity change, negative = inhibition, actives largely listed as inhibitors;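 also: loss of luciferase light is scored as toxicity; potency is read from the fitted curve at half-maximal effect; % is scaled to controls: 0 for no effect and ±100 for the full control effect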
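A 23 nL compound transfer followed 12 hours of cell culture at 37 deg C; exposure then lasted 24 hr. Luciferase assay detection reagent was dispensed and plates read for luminescence after a 12 min room-temperature wait.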
KB-V1 MDR tox – KB-V1 MDR subline cytotoxicity; KB-V1 MDR cells viability, CellTiter-Glo, 72 h; Potency, µM (top dose mostly 46.1 µM), without a hit: at the highest dose activity change, negative = cytotoxicity, actives largely listed as cytotoxic; 3.4% of 400,000 active; also: potency is read from the fitted curve at half-maximal effect; % is scaled to controls: 0 for no effect and ±100 for the full control effect; nearly all actives have a fitted effect of over 60% in size
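Potencies derive from concentration-effect curves fitted to normalized luminescence (CellTiter-Glo) of KB-V1 cells treated for 72 h at 37 degrees C in phenol-red-free DMEM containing 10% FBS.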
KB-3-1 tox – kills parental KB-3-1 adenocarcinoma cells; KB-3-1 viability, CellTiter-Glo ATP luminescence, 72 h; Potency, µM (top dose mostly 46.1 µM), inactives show at the highest dose activity change, negative = cytotoxic, hits mostly cytotoxic; 1.4% of 400,000 active; AID 1347075; also: potency is read from the fitted curve at half-maximal effect; % is scaled to controls: 0 for no effect and ±100 for the full control effect; nearly all actives have a fitted effect of over 60% in size
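KB-3-1 parental drug-naive adenocarcinoma cells in DMEM/10% FBS, incubated 72 h at 37 C with pin-transferred compounds across a concentration series. Viability by CellTiter-Glo luminescence; concentration-response curves fitted after normalization.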
IL1B secr inh – inflammasome signaling inhibition, IL-1 beta readout; THP-1 LPS/ATP IL-1B secretion, AlphaLISA, 16 h; stronger effect = lower value; activity change, % at 57.5 µM; 4.7% of 360,000 active; in the data active = activity change below about -50%; inconclusive = mostly about -30% to -49%; also: % is scaled to controls: 0 for no effect and ±100 for the full control effect
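Secreted IL-1B measured by AlphaLISA bead assay after 16 h compound exposure of THP-1 cells; compounds (final up to 57.5 uM) added 1 h before LPS (250 ng/mL) and ATP (1.25 mM) stimulation; lower signal means less secretion.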
D3 ag – agonists of human D3 dopamine receptor; 0.58% of 410,000 active; D3R DiscoveRx beta-arrestin cells, luminescence, 90 min; max activation, %; in the data active = max activation above about 30%; also: 0% is about no effect; mostly tested at two doses, the higher about 12 µM
Target sequence (P35462 whole entry, looked up): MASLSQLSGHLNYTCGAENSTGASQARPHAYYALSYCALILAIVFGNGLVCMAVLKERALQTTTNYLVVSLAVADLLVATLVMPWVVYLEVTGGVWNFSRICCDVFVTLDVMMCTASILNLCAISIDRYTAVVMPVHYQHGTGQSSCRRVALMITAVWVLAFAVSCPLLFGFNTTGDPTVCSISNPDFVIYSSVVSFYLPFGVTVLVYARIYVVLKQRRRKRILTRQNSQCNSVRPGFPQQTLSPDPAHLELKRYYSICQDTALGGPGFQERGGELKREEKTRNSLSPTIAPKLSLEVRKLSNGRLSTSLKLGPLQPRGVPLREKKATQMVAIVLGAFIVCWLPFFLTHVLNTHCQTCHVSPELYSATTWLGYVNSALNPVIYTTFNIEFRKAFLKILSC
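Agonist mode: compounds and dopamine controls were applied to plated cells for 90 min at 37 degrees C after an overnight attachment at 1500 cells/well. Luminescent read-out followed 30 - 60 minutes at room temperature with DiscoveRx detection reagent.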
* marks the source's active call; other numbers are inactive results; [ ] = another dose, or the depositor's remark. Unless noted, calls follow the shape of the dose curve; as a rule, active = well fitted curve in the direction sought with a large enough effect; inconclusive = small, poorly fitted or top-dose-only effect, or another doubt; inactive = no such curve, though single readings can be large; an effect the other way counts as inactive or inconclusive.

Screening COc1ccc(S(=O)(=O)N2CCOCC2)cc1NC(=O)c1ccc(Cl)cc1 returned MCF10A rereplic -39%, HT1080 IDH1KD tx 2%, SW480 rereplic 0.23µM*, HT1080NT lethal 2%, GLP1R cytotox 0%, KB-V1 MDR tox 3%, KB-3-1 tox -2%, IL1B secr inh 4 and D3 ag -9.
`COc1ccc(CCN2CC(C(=O)NCCN3CCNC3=O)CCC2=O)cc1` (configuration not stated) gave MCF10A rereplic 2%, HT1080 IDH1KD tx -5%, SW480 rereplic -2%, HT1080NT lethal -1%, GLP1R cytotox 3%, KB-V1 MDR tox 6%, KB-3-1 tox -16%, IL1B secr inh 0 and D3 ag 3.
Screening COC(=O)CNC(c1ccccc1Cl)c1cc(Br)ccc1NS(=O)(=O)c1ccc(C)cc1 (configuration not stated) returned MCF10A rereplic inconclusive, HT1080 IDH1KD tx -27%, SW480 rereplic 3%, HT1080NT lethal -22%, GLP1R cytotox 3%, KB-V1 MDR tox 18µM*, KB-3-1 tox inconclusive, IL1B secr inh 10 and D3 ag -9.
Screening CCn1c(=NC(=O)CN2C(=O)CCC2=O)sc2c(OC)ccc(OC)c21 returned MCF10A rereplic 9%, HT1080 IDH1KD tx 0%, SW480 rereplic -5%, HT1080NT lethal 12%, GLP1R cytotox -4%, KB-V1 MDR tox 15%, KB-3-1 tox 3%, IL1B secr inh -20 and D3 ag -2.
For COc1cc(-c2nnc(SCC(=O)Nc3ccc4c(c3)OCCO4)o2)cc(OC)c1OC the results were MCF10A rereplic 1%, HT1080 IDH1KD tx -9%, SW480 rereplic 1%, HT1080NT lethal -7%, GLP1R cytotox -32%, KB-V1 MDR tox -26%, KB-3-1 tox inconclusive, IL1B secr inh 22 and D3 ag -3.
Cc1ccc(CNC(=O)c2cc(S(=O)(=O)N3CCCC(C)C3)cn2C)cc1 (configuration not stated) was read as GLP1R cytotox 1%, KB-V1 MDR tox -29%, KB-3-1 tox 0% and D3 ag 8.
`Cc1ccc(NC(=O)NN(C)c2c(Cl)c(Cl)nn2C)cc1` gave MCF10A rereplic 0%, HT1080 IDH1KD tx -1%, SW480 rereplic 0%, HT1080NT lethal 5%, GLP1R cytotox 5%, KB-V1 MDR tox 3%, KB-3-1 tox -2%, IL1B secr inh 40 and D3 ag 1.
For COc1ccc(NC(=O)Nc2cccnc2)c(OC)c1 the results were MCF10A rereplic -2%, HT1080 IDH1KD tx 25%, SW480 rereplic -1%, HT1080NT lethal 22%, GLP1R cytotox 4%, KB-V1 MDR tox -3%, KB-3-1 tox 16%, IL1B secr inh 4 and D3 ag -15.
`Cc1noc(C)c1C(=O)N1CCc2ccccc21` gave MCF10A rereplic 6%, HT1080 IDH1KD tx -11%, SW480 rereplic -8%, HT1080NT lethal -13%, GLP1R cytotox 5%, KB-V1 MDR tox inconclusive, KB-3-1 tox -14%, IL1B secr inh 24 and D3 ag -8.
Screening CC1CCC2(CC1)SCC(=O)N2c1ccc(F)cc1 (configuration not stated) returned MCF10A rereplic inconclusive, HT1080 IDH1KD tx 5%, SW480 rereplic -66%[inhibitor], HT1080NT lethal 2%, GLP1R cytotox 14%, KB-V1 MDR tox -17%, KB-3-1 tox -4%, IL1B secr inh -29 and D3 ag -5.
`CCCCC(=O)Nc1cccc(NC(=O)C(C)C)c1` gave MCF10A rereplic -3%, HT1080 IDH1KD tx 11%, SW480 rereplic 4%, HT1080NT lethal 1%, GLP1R cytotox 2%, KB-V1 MDR tox 2%, KB-3-1 tox -14%, IL1B secr inh -1 and D3 ag 0.
Screening CCc1nc2c(OCCC3CCCCC3)cccn2c1N(C)C(=O)C(C)C returned HT1080 IDH1KD tx inconclusive, HT1080NT lethal inconclusive, GLP1R cytotox 3%, KB-V1 MDR tox -2%, KB-3-1 tox 0%, IL1B secr inh inconclusive and D3 ag -20.

Continued (2 carried over from the part before).
`CCCCC(=O)Nc1cccc(NC(=O)C(C)C)c1` gave MCF10A rereplic -3%, HT1080 IDH1KD tx 11%, SW480 rereplic 4%, HT1080NT lethal 1%, GLP1R cytotox 2%, KB-V1 MDR tox 2%, KB-3-1 tox -14%, IL1B secr inh -1 and D3 ag 0.
Screening CCc1nc2c(OCCC3CCCCC3)cccn2c1N(C)C(=O)C(C)C returned HT1080 IDH1KD tx inconclusive, HT1080NT lethal inconclusive, GLP1R cytotox 3%, KB-V1 MDR tox -2%, KB-3-1 tox 0%, IL1B secr inh inconclusive and D3 ag -20.
`Nc1[nH]c(C(=O)c2ccccc2)c(-c2ccc(Br)cc2)c1C(=O)c1ccc(Br)cc1` gave HT1080 IDH1KD tx 5%, HT1080NT lethal 14%, GLP1R cytotox 1%, KB-V1 MDR tox -3%, KB-3-1 tox 1%, IL1B secr inh 38 and D3 ag 6.
Screening Cc1cc(Br)ccc1N=C1C(=O)Nc2ccccc21 returned MCF10A rereplic 0%, HT1080 IDH1KD tx 8%, SW480 rereplic 10%, HT1080NT lethal -2%, GLP1R cytotox -1%, KB-V1 MDR tox inconclusive, KB-3-1 tox 2%, IL1B secr inh 29 and D3 ag -1.
Screening O=C(NCc1ccccc1CN1CCCCC1)c1ccccc1N1CCCC1=O returned MCF10A rereplic 0%, HT1080 IDH1KD tx 0%, SW480 rereplic -8%, HT1080NT lethal 1%, GLP1R cytotox -14%, KB-V1 MDR tox 7%, KB-3-1 tox -1%, IL1B secr inh 6 and D3 ag -15.
Screening COc1ccccc1C1C=C(c2ccc(Cl)cc2)Nc2nc(N3C(=O)CCC3=O)nn21 (configuration not stated) returned MCF10A rereplic -2%, HT1080 IDH1KD tx -2%, SW480 rereplic -8%, HT1080NT lethal 2%, KB-V1 MDR tox -3%, KB-3-1 tox -1%, IL1B secr inh 8 and D3 ag -22.
For O=C(NCC1(N2CCCCC2)CCCCC1)c1ccc(NS(=O)(=O)c2ccc(F)cc2)cc1 the results were MCF10A rereplic 21%, HT1080 IDH1KD tx 1%, SW480 rereplic inconclusive, HT1080NT lethal 1%, GLP1R cytotox inconclusive, KB-V1 MDR tox 8%, KB-3-1 tox -6%, IL1B secr inh 0 and D3 ag -5.
Screening O=C(CN1C(=O)NC(Cc2c[nH]c3ccccc23)C1=O)NC1CCCCC1 (configuration not stated) returned MCF10A rereplic 1%, HT1080 IDH1KD tx 4%, SW480 rereplic -8%, HT1080NT lethal 12%, GLP1R cytotox -5%, KB-V1 MDR tox 8%, KB-3-1 tox 4%, IL1B secr inh 22 and D3 ag 2.
Screening Cc1cccc(Oc2sc(C(=O)c3ccccc3)c(N)c2C#N)c1C returned MCF10A rereplic inconclusive, HT1080 IDH1KD tx -11%, SW480 rereplic 4%, HT1080NT lethal -8%, GLP1R cytotox -9%, KB-V1 MDR tox -27%, KB-3-1 tox -23%, IL1B secr inh -62* and D3 ag -1.
`CCc1cc(/C(Cc2ccccn2)=N\O)c(O)cc1O` gave MCF10A rereplic 0%, HT1080 IDH1KD tx 13µM*, SW480 rereplic inconclusive, HT1080NT lethal inconclusive, GLP1R cytotox 1%, KB-V1 MDR tox -12%, KB-3-1 tox -21%, IL1B secr inh -6 and D3 ag 2.
Screening O=C(NCCN1CCOCC1)N1c2ccccc2Sc2ccccc21 returned MCF10A rereplic -3%, HT1080 IDH1KD tx 6%, SW480 rereplic -4%, HT1080NT lethal -2%, GLP1R cytotox -1%, KB-V1 MDR tox -5%, KB-3-1 tox 6%, IL1B secr inh -11 and D3 ag -17.
For Cc1ccc(C(CNS(=O)(=O)c2ccc(F)cc2)N2CCN(C)CC2)cc1 (configuration not stated) the results were MCF10A rereplic 0%, HT1080 IDH1KD tx 6%, SW480 rereplic -1%, HT1080NT lethal -1%, GLP1R cytotox 2%, KB-V1 MDR tox 8%, KB-3-1 tox 11%, IL1B secr inh -9 and D3 ag -16.
CN1CCN(CC(=O)Nc2nc(-c3c[nH]c4ccccc34)cs2)CC1 was read as MCF10A rereplic -9%, HT1080 IDH1KD tx 21µM*, SW480 rereplic -5%, HT1080NT lethal inconclusive, GLP1R cytotox -5%[0.307 µM], KB-V1 MDR tox 3%, KB-3-1 tox 2%, IL1B secr inh -68* and D3 ag -1.
`CC(C)Oc1ccc(CCNC(=O)C2CCC(=O)N(C3CCCCCC3)C2)cc1` (configuration not stated) gave MCF10A rereplic 8%, HT1080 IDH1KD tx -3%, SW480 rereplic 8%, HT1080NT lethal -2%, GLP1R cytotox -15%, KB-V1 MDR tox -3%, KB-3-1 tox -11%, IL1B secr inh 44 and D3 ag -1.
`Cc1cc2ccccn2c1C(=O)c1ccc(F)cc1` gave MCF10A rereplic 25%, HT1080 IDH1KD tx -21%, SW480 rereplic inconclusive, HT1080NT lethal -20%, GLP1R cytotox -6%, KB-V1 MDR tox inconclusive, KB-3-1 tox 8%, IL1B secr inh 0 and D3 ag -1.
For C/C(=N\NC(=O)COc1ccc(C)cc1C(C)C)c1cc2ccccc2o1 the results were MCF10A rereplic 22%, HT1080 IDH1KD tx -12%, SW480 rereplic inconclusive, HT1080NT lethal -16%, GLP1R cytotox -2%, KB-V1 MDR tox -28%, KB-3-1 tox -1%, IL1B secr inh -3 and D3 ag 1.
`Cc1ccc(C)c(S(=O)(=O)Nc2ccc(O)c(C(=O)O)c2)c1` gave MCF10A rereplic -49%[inhibitor], HT1080 IDH1KD tx 7%, SW480 rereplic -11%, HT1080NT lethal 15%, GLP1R cytotox -2%, KB-V1 MDR tox 4%, KB-3-1 tox 4%, IL1B secr inh 32 and D3 ag 4.
